MC4R antag cAMP: blocks human MC4R cAMP signaling | P32245 | MC4R-expressing cells, MTII-stimulated cAMP, LANCE TR-FRET | inhibition, % at 6.5 µM | 360,000 tested, 0.48% active | AID 540295;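 active = inhibition above its plate's cutoff, the mean of tested wells on that plate plus 3 SD, cut at about 29% in these data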;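 also: 0% = Melanotan II alone and 100% = Melanotan II plus saturating MCL0020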
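Material – human MC4R-expressing U2OS cells · Repeats – no replicates · Detection – TR-FRET with Eu-cAMP and labeled anti-cAMP, 671 nm · Times – compound 30 min, challenge 1 h, detection 1 h · Compound – single nominal compound dose of 6.5 µM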
NR5A2 inv ag: inverse agonists of human LRH-1 (NR5A2); O00482; HEK293T StAR-luciferase reporter, LRH-1 transfected, 24 h; inhibition, % at 3.6 µM; 360,000 tested, 0.13% active; AID 602396;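 active = inhibition above the mean inhibition of all tested compounds plus 3 SD, cut at about 73% in these data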;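 also: 0% = DMSO wells and 100% = reporter-only cells lacking LRH-1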
Target sequence (O00482 whole entry, looked up): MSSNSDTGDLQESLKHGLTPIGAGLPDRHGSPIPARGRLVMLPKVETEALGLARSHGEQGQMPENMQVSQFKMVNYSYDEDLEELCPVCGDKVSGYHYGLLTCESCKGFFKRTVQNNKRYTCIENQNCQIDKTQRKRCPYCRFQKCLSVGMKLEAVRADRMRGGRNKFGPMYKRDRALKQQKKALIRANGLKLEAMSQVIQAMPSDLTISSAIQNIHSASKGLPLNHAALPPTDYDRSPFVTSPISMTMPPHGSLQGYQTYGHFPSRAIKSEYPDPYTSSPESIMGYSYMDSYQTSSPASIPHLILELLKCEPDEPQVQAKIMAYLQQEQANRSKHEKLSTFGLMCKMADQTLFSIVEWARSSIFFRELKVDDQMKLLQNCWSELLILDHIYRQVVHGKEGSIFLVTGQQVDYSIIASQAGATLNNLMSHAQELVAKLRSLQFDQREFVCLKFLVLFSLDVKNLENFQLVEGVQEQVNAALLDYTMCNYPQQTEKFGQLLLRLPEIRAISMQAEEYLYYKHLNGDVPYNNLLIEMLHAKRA
NCOA1 inh: inhibitors of human steroid receptor coactivator 1 (SRC1); 360,000 tested, 0.12% active; inhibition, % at 3.6 µM; HEK293 GAL4-SRC1 luciferase reporter, luminescence; Q15788;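 active = inhibition above the campaign mean plus 3 SD, with each screening campaign given its own cutoff, cut at about 60% in these data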;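 also: 0% = DMSO treated cells and 100% = gossypol at 36 µM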
EBV LMP1 NFkB: Epstein-Barr LMP1 NF-kappaB reporter inhibition; LMP1-induced NF-kappaB luciferase reporter cells, luminescence; inhibition, % at 12.5 µM; AID 504558; 350,000 tested, 0.69% active; in the data active = inhibition above about 41%; inconclusive = no clear call, values can overlap the other calls;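 also: 0% = neutral control wells and 100% = reference inhibitor control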
NOD2-RIPK2 inh: NOD2-RIPK2 protein interaction inhibition; O43353; CHO BLA complementation NOD2-RIPK2, CCF4 ratio; inhibition, % at 4.98 µM; 360,000 tested, 0.38% active; in the data active = inhibition above about 21%;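 also: 0% = vehicle only and 100% = reference blocker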
TLR9-MyD88 block: inhibitors of human TLR9-MyD88 binding; Q9NR96+Q99836; CHO BLA complementation TLR9-MyD88, CCF4 FRET ratio; inhibition, % at 4.98 µM; 340,000 tested, 0.21% active; AID 504734;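 active = inhibition above the mean over all tested compounds plus 3 SD, cut at about 21% in these data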;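 also: 0% = DMSO only wells and 100% = clavulanate BLA inhibitor control wells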
COUP-TFII inh: NR2F2 (human) inhibition, primary screen; P24468; HEK293T NGFI-A luciferase reporter, luminescence; inhibition, % at 8.6 µM; 370,000 tested, 0.7% active;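 active = inhibition above a per-plate cutoff, mean inhibition of test wells between control levels plus 3 SD, cut at about 38% in these data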;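 also: cells cotransfected with COUP-TFII expression vector driving the NGFI-A reporter; 0% = median of COUP-TF2 test wells and 100% = reporter-only cells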
Target sequence (P24468 whole entry, looked up): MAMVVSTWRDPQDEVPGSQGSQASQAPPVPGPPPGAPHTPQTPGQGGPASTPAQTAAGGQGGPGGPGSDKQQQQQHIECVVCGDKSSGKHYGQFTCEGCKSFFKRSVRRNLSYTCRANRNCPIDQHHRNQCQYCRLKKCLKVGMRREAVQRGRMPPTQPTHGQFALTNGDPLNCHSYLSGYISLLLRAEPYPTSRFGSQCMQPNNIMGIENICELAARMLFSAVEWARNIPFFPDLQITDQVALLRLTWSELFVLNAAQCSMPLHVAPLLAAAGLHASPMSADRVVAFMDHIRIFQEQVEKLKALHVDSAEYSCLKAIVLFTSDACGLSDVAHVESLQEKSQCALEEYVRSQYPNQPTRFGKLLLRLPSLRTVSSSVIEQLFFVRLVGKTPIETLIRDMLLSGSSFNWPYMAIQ
NCOA2 inhibitor: inhibits human steroid receptor coactivator 2; inhibition, % at 9 µM; Q15596; 370,000 tested, 0.17% active; HEK293 GAL4-SRC2 luciferase reporter, luminescence;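 active = inhibition above the mean inhibition of all tested compounds plus 3 SD, set per campaign, cut at about 52% in these data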;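 also: 0% = DMSO treated cells and 100% = cells given Gossypol at 36 µM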
ABHD5 PLIN5 PPI: inhibitors of human ABHD5-perilipin-5 interaction | Q00G26+Q8WTS1 | Split G. princeps luciferase complementation, luminescence, 4 h | inhibition, % at 4 µM | 360,000 tested, 0.78% active | AID 602281;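 active = inhibition above the mean inhibition across every tested compound plus 3 SD, cut at about 22% in these data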;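 also: 0% = DMSO only wells and the 100% control is not disclosed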
MC4R ag barr: human MC4R agonism via beta-arrestin; U2OS MC4R beta-arrestin complementation, luminescence; percent of melanotan II response, DMSO zero; activation, % at 8.9 µM; 360,000 tested, 0.98% active; AID 540308;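 active = activation above a per-plate cutoff, the mean activation of sample wells on that plate plus 3 SD, cut at about 8% in these data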
SRC3 inh: human NCOA3 inhibition. HEK293 GAL4-SRC3 luciferase reporter, luminescence. AID 588352. inhibition, % at 3.6 µM. 360,000 tested, 0.17% active;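 active = inhibition above a per-campaign cutoff, the mean of all compounds plus 3 SD, cut at about 60% in these data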;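 also: 0% = DMSO-treated cells and 100% = gossypol-treated cells at 36 µM; higher means less SRC3-driven luciferase light from the GAL4 reporter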
* = called active by the depositor; ? = inconclusive; . = no result given.

SMILES	MC4R antag cAMP	NR5A2 inv ag	NCOA1 inh	EBV LMP1 NFkB	NOD2-RIPK2 inh	TLR9-MyD88 block	COUP-TFII inh	NCOA2 inhibitor	ABHD5 PLIN5 PPI	MC4R ag barr	SRC3 inh
CNC(=S)Nc1ccc(OC(F)(F)F)cc1	2.3	4.5	9.2	-9.6	7.5	4.4	-14.7	-11.1	-1.8	-2.6	23.6
Cc1cc(Br)cc(C=Nc2ccc(N3CCOCC3)cc2)c1O	-0.5	17.2	12.0	5.4	-5.7	-2.4	20.6	-8.5	-10.5	0.4	16.5
Cc1cc(-c2ccccc2)oc(=O)c1NC(=O)c1ccccc1	-9.0	-30.7	8.5	-8.0	-8.6	-3.4	-16.3	-24.7	-0.6	-1.1	-18.9
CCc1nnc(NC(=O)CCC(=O)NCc2ccc(OC)cc2)s1	2.2	5.8	-9.3	0.0	-12.6	10.1	0.3	21.0	-3.1	-1.0	16.6
O=C(CSc1ccc(Cl)cc1)N/N=C/c1cccnc1	11.3	10.4	-17.9	12.5	2.3	4.2	12.7	11.6	-0.3	-1.9	8.3
COc1ccc(C)cc1NC(=O)CN1C(=O)COc2ccc(S(=O)(=O)N3CCC(C)CC3)cc21	3.7	0.5	-2.8	-11.0	-3.1	-1.1	-0.4	-11.7	-3.3	0.1	22.5
O=C(NC1CCCCC1)Oc1cccc2ccccc12	1.6	-4.2	-13.8	-7.3	9.8	4.6	1.1	-16.1	-4.5	0.1	6.6
COc1ccc(S(=O)(=O)N(CC(=O)NCc2ccco2)c2ccc(F)cc2)cc1	6.5	0.9	3.0	-9.0	-8.0	6.3	14.6	-12.7	-5.0	-0.6	1.6
Cc1ccc(NC(=O)NC2CCCN2S(=O)(=O)c2ccc(Cl)cc2)cc1 (stereo unspecified)	7.9	2.5	-11.8	-13.0	1.6	-6.4	9.5	-5.6	5.5	-0.4	17.1
NC(=NC(=O)c1ccccc1)N1CCN(C(c2ccccc2)c2ccccc2)CC1	2.6	0.7	-17.0	-4.7	-7.8	-6.2	-18.6	-2.5	-20.9	1.9	5.9
O=C1CSCN1c1cc(Cl)ccc1Cl	8.9	16.2	-8.5	-1.0	-8.2	.	10.1	-7.6	-0.1	-1.6	9.2
COC(C(=O)Nc1ccc(Br)cc1F)c1ccccc1 (stereo unspecified)	8.8	4.7	-0.9	-2.8	-1.2	6.6	4.2	-13.2	-7.3	0.2	3.4
COc1ccc(NC(=O)CC(NCc2ccccn2)C(=O)O)cc1 (stereo unspecified)	5.4	-2.4	4.8	-4.1	-12.9	-3.9	2.1	-24.4	-5.8	-0.5	15.7
O=C(CC1C(=O)N(c2ccccc2)C(=S)N1c1ccccc1)c1ccccc1 (stereo unspecified)	-5.1	2.9	-2.5	-0.1	-16.0	-4.7	0.9	-1.8	6.8	0.7	6.0
Cc1ccc(S(=O)(=O)ON2C(=O)c3ccccc3C2=O)c(C)c1	-1.3	-4.9	9.9	-3.7	-11.4	-7.2	-20.0	6.0	-1.8	-1.2	10.9
Cn1c(=O)c2c(nc(CN3CCOCC3)n2CCCO)n(C)c1=O	4.6	-15.0	-124.1	-13.1	-6.4	-3.9	5.7	-11.6	-4.3	-1.9	11.6
O=C1Nc2ccc(S(=O)(=O)N3CCCC3C(=O)O)c3cccc1c23 (stereo unspecified)	-29.5	6.8	-9.2	-4.4	-10.4	-6.6	-14.1	2.2	11.4	-0.9	-1.1
Cc1sc(NC(=O)c2cc3ccccc3oc2=O)c(C(=O)OC(C)C)c1-c1ccccc1	2.7	2.4	-1.6	-45.8	-6.7	3.9	-12.0	1.7	-0.4	0.6	2.3
CCCNC(=O)c1ccccc1NC(=O)CN(c1ccccc1)S(=O)(=O)N(C)C	-3.4	2.8	-2.1	-6.5	-10.7	-2.1	-29.0	-3.3	1.4	-1.6	8.8
COc1ccc(C(=O)C(CN2CCOCC2)c2ccccc2)cc1 (stereo unspecified)	-3.1	18.8	33.1	?	11.4	-11.6	-20.4	55.2*	19.2	-1.8	50.3
CCCC(=O)Nc1c2c(nc3ccccc13)N(c1ccccc1)CC2	-1.2	8.7	0.1	-0.2	3.1	-8.0	.	.	-9.4	0.5	12.0
COc1cccc(CNc2nc3cc(-c4ccccc4C)sc3c(=O)n2C)c1OC	8.4	11.5	0.6	.	2.9	.	18.0	-10.7	-1.4	0.8	-12.7
C=CCn1c(-c2ccc(OC)cc2)csc1=Nc1c(C)n(C)n(-c2ccccc2)c1=O	-1.6	35.5	-3.0	42.5*	2.3	3.3	22.3	6.7	-0.2	-2.8	4.8
Cc1cc(C(C)(C)C)cc(S(=O)(=O)NCCO)c1C	14.8	4.2	10.0	0.3	-18.0	-3.8	0.8	-2.2	4.4	3.0	12.3
NC(=O)C1=C[C@@H](c2ccc3c(c2)OCO3)C[C@@H](OCCCCO)O1	0.1	-15.3	-0.7	26.4	-5.6	2.2	-4.7	-7.5	-7.0	-1.7	3.9

Given comma-delimited: entries from further up
smiles,MC4R antag cAMP,NR5A2 inv ag,NCOA1 inh,EBV LMP1 NFkB,NOD2-RIPK2 inh,TLR9-MyD88 block,COUP-TFII inh,NCOA2 inhibitor,ABHD5 PLIN5 PPI,MC4R ag barr,SRC3 inh
CCCNC(=O)c1ccccc1NC(=O)CN(c1ccccc1)S(=O)(=O)N(C)C,-3.4,2.8,-2.1,-6.5,-10.7,-2.1,-29.0,-3.3,1.4,-1.6,8.8
COc1ccc(C(=O)C(CN2CCOCC2)c2ccccc2)cc1 (stereo unspecified),-3.1,18.8,33.1,?,11.4,-11.6,-20.4,55.2*,19.2,-1.8,50.3
CCCC(=O)Nc1c2c(nc3ccccc13)N(c1ccccc1)CC2,-1.2,8.7,0.1,-0.2,3.1,-8.0,.,.,-9.4,0.5,12.0
COc1cccc(CNc2nc3cc(-c4ccccc4C)sc3c(=O)n2C)c1OC,8.4,11.5,0.6,.,2.9,.,18.0,-10.7,-1.4,0.8,-12.7
C=CCn1c(-c2ccc(OC)cc2)csc1=Nc1c(C)n(C)n(-c2ccccc2)c1=O,-1.6,35.5,-3.0,42.5*,2.3,3.3,22.3,6.7,-0.2,-2.8,4.8
Cc1cc(C(C)(C)C)cc(S(=O)(=O)NCCO)c1C,14.8,4.2,10.0,0.3,-18.0,-3.8,0.8,-2.2,4.4,3.0,12.3
NC(=O)C1=C[C@@H](c2ccc3c(c2)OCO3)C[C@@H](OCCCCO)O1,0.1,-15.3,-0.7,26.4,-5.6,2.2,-4.7,-7.5,-7.0,-1.7,3.9

Next part:
SMILES	MC4R antag cAMP	NR5A2 inv ag	NCOA1 inh	EBV LMP1 NFkB	NOD2-RIPK2 inh	TLR9-MyD88 block	COUP-TFII inh	NCOA2 inhibitor	ABHD5 PLIN5 PPI	MC4R ag barr	SRC3 inh
CN(CC(=O)Nc1ccc(N2CCOCC2)cc1)C(=O)c1cc2c(s1)CCCC2	6.5	10.1	-23.7	-6.3	10.6	10.5	16.9	-6.1	-7.7	-3.7	-4.4
O=[N+]([O-])c1ccc(CSc2nnc(Cc3ccccc3)o2)cc1	-0.2	15.4	-3.0	-12.5	8.1	-1.5	-20.3	5.3	2.1	-0.5	6.2
CCN(CC)S(=O)(=O)c1cccc(C(=O)OCC(=O)NCCN2C(=O)CSC2=O)c1	9.5	20.4	-1.7	0.8	2.7	-5.5	-22.9	25.4	4.7	-1.2	12.9
CC(=O)CC(=O)Nc1ccccc1NC(C)=O	3.9	-0.3	6.2	3.6	0.8	6.3	8.8	-4.5	3.5	-0.9	8.4
Cc1ccc(CNC(=O)CCC2CCCN(Cc3cc4ccccc4o3)C2)o1 (stereo unspecified)	-4.2	-8.8	2.8	-10.5	0.2	4.3	23.3	-24.4	12.0	0.6	9.9
Cc1c(CC(=O)O)c(=O)oc2c(C)c(OCc3nn[nH]n3)ccc12	2.3	10.5	-65.6	9.0	5.3	2.9	0.1	0.4	-3.0	0.0	0.5
Cn1c(CN2CCN(C(=O)c3ccccc3Cl)CC2)nc2cc([N+](=O)[O-])ccc21	-2.0	-7.3	-1.4	7.9	-4.8	-5.0	17.2	-19.7	5.7	1.5	13.4
COc1ccc(N(C(=O)Cn2nnc3ccccc32)C(C(=O)NCc2ccco2)c2ccncc2)cc1 (stereo unspecified)	-2.3	-3.8	-7.5	-4.8	-9.2	1.8	-6.0	15.1	6.6	1.5	2.1
O=C(N/N=C/c1ccccc1O)/C(=C/c1ccccc1)CCO	-2.0	3.9	30.9	8.0	-2.7	10.2	-8.4	-38.1	-7.0	-1.4	43.6
CN(C)Cc1cc2ccccc2c2c1COC2	-8.7	-3.7	10.5	4.5	-12.4	-0.9	-15.8	-18.5	4.7	1.0	16.1
C=CCNC(=O)COC(=O)CCC(=O)c1cccs1	9.4	22.9	2.2	-5.1	2.2	1.6	-24.9	12.1	1.8	-1.2	7.6
COc1ccc([C@H]2Cc3cc(O)cc(O)c3C(=O)O2)cc1O	-8.3	-117.3	-142.5	-27.4	-3.1	1.4	-68.0	-33.3	15.7	1.3	-109.4
CCOC(=O)CSc1n[nH]c(NC(=O)c2cccc(C)c2)n1	-1.4	7.9	-1.8	0.6	-12.1	-1.4	5.0	19.6	-2.0	-3.5	12.6
COc1ccccc1NC(=O)Nc1ccncc1	18.1	9.0	-9.8	-6.6	-4.7	1.0	-7.0	-21.5	9.7	2.4	8.3
O=C(CSc1nnc(-c2ccco2)o1)NC1CCCCC1	8.0	0.5	4.2	-11.9	-3.7	-8.3	-1.7	9.5	1.9	1.6	8.3
O=C(OCc1ccc([N+](=O)[O-])cc1)c1cc2ccccc2oc1=O	8.8	4.3	-12.2	-0.3	-2.7	-5.7	14.4	-4.2	14.9	1.7	11.2
Cc1ccc(NC(=O)CN(C)C(=O)c2ccc(Sc3nncn3C)c([N+](=O)[O-])c2)cc1	6.9	-1.7	1.6	-4.5	-0.8	-0.7	5.3	11.4	3.5	-4.4	7.3
CN(CC(=O)C(C(N)=O)c1ccccc1)c1ccccc1 (stereo unspecified)	4.3	0.2	-10.0	5.0	6.5	-15.2	4.0	-23.3	-5.4	0.3	10.3
CCOc1ccc(NC(=O)CSc2nnc(-c3ccoc3C)n2CC2CCCO2)cc1 (stereo unspecified)	3.0	6.3	-8.0	-6.2	-9.2	-2.8	-1.0	6.9	1.6	-1.3	-4.9

Screens (PubChem)

This is a subset, so the mix of outcomes need not match the whole.
